TrxR1 substrate – is turned over as a substrate by rat TrxR1. actives 0.01% (n = 390,000). Potency, µM (titrated, usually from 114 µM), inactives show at the top dose activity change, negative = substrate turnover. purified TrxR1 substrate turnover, NADPH consumption readout. O89049; further: potency means the concentration at half of the fitted maximal effect; on the % scale 0 is the no-effect control and ±100 the full control effect; nearly all actives have a fitted effect of over 50% in size
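Rat TrxR1, dispensed at 90 nM, was prereduced with 400 uM NADPH (final) for 5 min at ~22 deg C, then incubated with compound 15 min before 400 uM selenite. A first-read NADPH fluorescence drop versus no-compound background flagged substrates.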
Vif-A3F inh – Vif-A3F binding inhibition; Potency, µM (top dose mostly 46.1 µM), inactives show at the top dose activity, negative = active; HeLa A3F-eYFP + Vif (tagged APOBEC3F with the HIV-1 protein that degrades it), YFP fluorescence increase; actives 0.2% (n = 390,000); further: potency means the concentration at half of the fitted maximal effect; % of control where 0% means no effect; nearly all actives have a fitted effect of over 65% in size
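Fluorescence increase (Ex 488/Em 500-530) after overnight compound treatment at 37 deg C flags inhibition of Vif-driven A3F-eYFP loss in stable HeLa A3F-eYFP/Vif cells seeded overnight beforehand.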
mIDH1 inhibitor – inhibitors of human mutant IDH1 R132H; Potency, µM (top dose mostly 76.6 µM), for the others: at the highest dose activity change, negative = inhibition, usual class: inhibitors; IDH1-R132H enzyme, NADPH consumption, diaphorase/resazurin fluorescence; actives 0.093% (n = 390,000); further: potency means the concentration at half of the fitted maximal effect; on the % scale 0 is the no-effect control and ±100 the full control effect; nearly all actives have a fitted effect of over 65% in size
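IDH1-R132H (0.5 ug/mL) preincubated 30 min with compound, then NADPH (0.016 mM) and alpha-KG (2 mM) added; 80 min at RT, pH 7.5. Remaining NADPH coupled via diaphorase/resazurin to fluorescence (540/590 nm); concentration-response curves normalized to no-enzyme control.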
Glioma ERSR ind – inducers of ER stress response in human glioma cells; U87-MG GRP78 promoter luciferase reporter, 16 h; Potency, µM, for inactives: top-dose activation, usual class: activators; actives 0.02% (n = 420,000); AID 602332; further: potency means the concentration at half of the fitted maximal effect; series mostly up to about 76 µM; % of control where 0% means no effect; nearly all actives have a fitted effect of over 35% in size
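Stably transfected U87-MG human glioma cells carrying a GRP78-based luminescent sensor were seeded at 1000 cells/well, pin-dosed with compounds and incubated 16 h. Luciferase reagent was then added, and end-point luminescence was read after 10 min at room temperature.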
LDHA inh – inhibitors of human lactate dehydrogenase A. activity change, % (values are at about 110 or 230 µM). P00338. purified LDHA, NADH/diaphorase-resazurin fluorescence; hits give low values. actives 0.15% (n = 480,000); in the data active means activity change below about -30%; inconclusive means mostly about -25% to -30%;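 further: plate controls were DMSO wells for no effect and wells without enzyme for full effect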
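Remaining NADH was detected by diaphorase (0.133 mg/mL) converting 37 µM resazurin to fluorescent resorufin, read at 0 and 20 minutes. The preceding 5-minute room-temperature reaction used 2 nM LDHA, 0.2 mM sodium pyruvate and 0.06 mM NADH at pH 7.4.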
RXFP1 agonist – RXFP1 (human) receptor agonism; Q9HBX9; HEK293T-RXFP1 cAMP TR-FRET, 30 min; response scale: percent of porcine relaxin response, buffer zero; Potency, µM (doses to about 57.5 µM), for inactives: at the highest dose activation, usual class: activators; actives 0.3% (n = 370,000); further: potency means the concentration at half of the fitted maximal effect; on the % scale 0 is the no-effect control and ±100 the full control effect; nearly all actives have a fitted effect of over 60% in size; many of its hits are not listed in these tables
Target sequence (Q9HBX9 whole entry, looked up): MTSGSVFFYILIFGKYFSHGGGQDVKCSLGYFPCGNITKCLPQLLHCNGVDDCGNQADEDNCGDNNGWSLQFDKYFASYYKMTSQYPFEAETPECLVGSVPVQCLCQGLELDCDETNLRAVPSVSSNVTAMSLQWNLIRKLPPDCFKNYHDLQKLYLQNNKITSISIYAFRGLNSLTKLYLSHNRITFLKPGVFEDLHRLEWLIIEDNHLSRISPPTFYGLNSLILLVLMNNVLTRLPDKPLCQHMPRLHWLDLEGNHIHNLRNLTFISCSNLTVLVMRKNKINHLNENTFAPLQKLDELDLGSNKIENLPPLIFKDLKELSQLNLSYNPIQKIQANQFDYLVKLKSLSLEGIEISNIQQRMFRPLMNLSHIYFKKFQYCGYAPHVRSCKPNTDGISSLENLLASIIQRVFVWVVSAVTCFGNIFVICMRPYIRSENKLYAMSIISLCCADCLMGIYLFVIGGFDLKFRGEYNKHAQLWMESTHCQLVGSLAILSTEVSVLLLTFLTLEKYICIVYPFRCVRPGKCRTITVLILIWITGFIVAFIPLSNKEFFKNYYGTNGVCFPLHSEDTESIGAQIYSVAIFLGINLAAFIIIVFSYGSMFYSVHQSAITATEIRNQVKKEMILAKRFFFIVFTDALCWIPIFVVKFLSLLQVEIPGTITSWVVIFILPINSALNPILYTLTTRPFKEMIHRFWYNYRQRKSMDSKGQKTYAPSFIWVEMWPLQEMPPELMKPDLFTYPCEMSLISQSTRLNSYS
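Agonist response is measured as cAMP accumulation in an RXFP1-transfected HEK293T line under PDE4 inhibition. Values are scaled between buffer-only and 29 nM porcine relaxin, and EC50s come from standard Hill equation fits.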
Vif-APOBEC3G blk – Vif-A3G binding inhibition | Q9HC16 | HeLa A3G-eYFP + Vif (tagged APOBEC3G with the HIV-1 protein that degrades it), YFP fluorescence, overnight | Potency, µM (doses to about 46.1 µM), for inactives: at the highest dose activity, negative = active, usual class: inhibitors | actives 0.076% (n = 410,000);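 further: potency means the concentration at half of the fitted maximal effect; on the % scale 0 is the no-effect control and ±100 the full control effect; nearly all actives have a fitted effect of over 60% in size; hits raise eYFP signal because A3G escapes Vif-driven loss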
Target sequence (Q9HC16 whole entry, looked up): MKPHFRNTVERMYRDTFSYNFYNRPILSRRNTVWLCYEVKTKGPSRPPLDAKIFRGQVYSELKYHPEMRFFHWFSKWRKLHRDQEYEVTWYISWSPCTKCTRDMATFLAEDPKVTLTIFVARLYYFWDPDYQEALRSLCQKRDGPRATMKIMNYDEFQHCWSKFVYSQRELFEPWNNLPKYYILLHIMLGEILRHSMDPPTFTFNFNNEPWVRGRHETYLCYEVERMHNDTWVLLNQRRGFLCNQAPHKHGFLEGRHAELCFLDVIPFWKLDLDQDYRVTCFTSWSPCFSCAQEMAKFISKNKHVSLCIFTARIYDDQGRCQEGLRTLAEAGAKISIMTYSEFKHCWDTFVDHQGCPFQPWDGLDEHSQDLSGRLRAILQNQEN
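HeLa cells stably expressing Vif and C-terminally eYFP-tagged A3G, seeded overnight at 37 deg C, then exposed to compound by pintool overnight at 37 deg C. Rise in yellow fluorescence (Ex 488/Em 500-530, Acumen) marks blocked Vif-driven A3G degradation.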
USP1 inh – USP1/UAF1 (human) deubiquitinase inhibition; O94782; recombinant USP1/UAF1, Ub-Rhodamine cleavage fluorescence; Potency, µM (top dose mostly 57.1 µM), inactives show at the top dose activity change, negative = inhibition, most hits filed as inhibitors; actives 0.23% (n = 390,000); further: potency means the concentration at half of the fitted maximal effect; on the % scale 0 is the no-effect control and ±100 the full control effect; nearly all actives have a fitted effect of over 60% in size; inactives centre near -12
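In this screen, compounds sit with the deubiquitinase complex (1nM) for 15 min at room temperature before Ub-Rho is added at 150nM final. Fluorescence rise is then followed for 6 reads every 60 seconds.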
PI4K2A inh – blocks human PI4K2A kinase activity | Q9BTU6 | purified PI4K2A, ADP-Glo luminescence, 1 h; hits give low values | activity change, negative = inhibition, % at 76.9 µM | actives 0.13% (n = 420,000); in the data active means activity change below about -50%; inconclusive means mostly about -30% to -49%;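 further: -100% = wells without enzyme as full effect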
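PI4K2A activity was measured by ADP-Glo luminescence: enzyme (4 ug/mL stock) and phosphatidylinositol (1.2 mM stock) in Tris pH 7.5/MgCl2/EGTA/Triton X-100 buffer were reacted with ATP (300 microM stock) for one hour at ambient temperature.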
Numbers without * were called inactive; ? = inconclusive; / = no result given; & = joins results of further samples; [ ] = another dose, or the depositor's remark. Unless noted, the call rests on the fitted dose curve; in most records, active means well fitted curve in the direction sought with a large enough effect; inconclusive means small, poorly fitted or top-dose-only effect, or another doubt; inactive means no such curve, though single readings can be large; an effect the other way counts as inactive or inconclusive. This is a subset; the hit share may differ from the screen's.

SMILES	TrxR1 substrate	Vif-A3F inh	mIDH1 inhibitor	Glioma ERSR ind	LDHA inh	RXFP1 agonist	Vif-APOBEC3G blk	USP1 inh	PI4K2A inh
Cc1ccccc1OCCN1C(=O)NC2(CCc3ccccc32)C1=O (stereo not drawn)	7%	-16%	0%	-1%	-12	-1.0%	-1%	-6%	-2
Cc1cc(C)c(OCCOCCN(C)C)c(Br)c1	-4%	-12%	2%	-4%	-9	0.3%	1%	-8%	0
CSc1nnc(NC(=O)c2ccc(S(=O)(=O)N(C)C)cc2)s1	-10%[57.1 µM]	-8%	10%	2%	-12	0.8%	0%	-11%	1
CC(Sc1nnc(Nc2ccccc2)s1)C(=O)Nc1nc(-c2ccccc2)cs1 (stereo not drawn)	7%[57.1 µM]	8%	-4%	1%	-9	4.3%	-13%	-24%	-7
N#Cc1c(N)oc(-c2ccco2)c1-c1ccco1	-1%	/	2%	-3%	3	0.1%	-13%	-8%	-13
COc1ccc(N(CC(=O)NCCSCc2c(F)cccc2Cl)S(C)(=O)=O)cc1OC	5%	0%	2%	-5%	-4	-2.0%	3%	-13%	-6
Fc1cccc(Cc2c(-c3ccco3)nc3ccc(Cl)cn23)c1	/	/	/	-11%	-9	/	?	/	-28
Cc1ccc(S(=O)(=O)N2CCOCC2)cc1C(=O)Nc1ccccc1C(=O)O	7%[11.4 µM]	-2%	-5%	0%	-11	2.2%	-1%	-19%	-2
CCCCCc1ccc(C(=O)CCCC)c(=S)[nH]1	-6%	1%	2%	-6%	-1	1.6%	-23%	-14%	1
COc1ccc(-c2noc(-c3ccc(NC4CCCCC4)c([N+](=O)[O-])c3)n2)cc1	2%	0%	13%	-2%	-4	?	-2%	-7%	2
CCOc1ccc2c(c1)C(c1ccccc1)=NNC(c1ccccc1)=N2	1%	9%	2%	3%	-3	-1.0%	1%	-22%	6
COc1ccc(C(=O)Nc2ccccn2)cc1	3%	4%	6%	-4%	-2	0.9%	1%	-9%	2
CC(C(=O)c1ccc(-c2ccccc2)cc1)[n+]1cccc(Br)c1 (stereo not drawn)	-10%	-6%	-9%	0%	-3	-0.8%	1%	-11%	6
CC1=CN2C(=N)/C(=C\c3cn(CCCOc4ccccc4)c4ccccc34)C(=O)N=C2S1	-22%	-29%	-7%	-5%	-8	-0.1%	-7%	-14%	2
COCC(=O)NC1CC2CCCC(C1)N2Cc1ccccc1 (stereo not drawn)	9%[57.1 µM]	-1%	2%	0%	-1	-0.2%	-1%	4%	1
N#Cc1ccc(N)cc1OCCCN1CCCCC1	0%	0%	1%	0%	-4	/	0%	-6%	2
Cc1ccc2nccc(C(=O)N3CCCC(N4CCN(c5ccc(F)cc5)CC4)C3)c2c1 (stereo not drawn)	-5%	4%	-1%	-4%	-7	-0.8%	0%	4%	0
O=C(NCc1ccccn1)c1ccc(OC2CCN(Cc3ccc(CO)o3)CC2)cc1	2%	3%	0%	-4%	-2	-1.1%	3%	-14%	1
O=C(COC(=O)C1CCC(=O)N1)Nc1ccc(Oc2ccccc2)cc1 (stereo not drawn)	-6%	-2%	12%	2%	-3	-0.2%	0%	-9%	-1
O=C(OCC(=O)N1CCc2ccccc21)c1nc(Cl)ccc1Cl	-3%	5%	-2%	0%	4	2.2%	2%	-12%	4
O=C(Nc1ccc(F)cc1)c1ccc(COc2ccccc2)cc1	4%	-6%	0%	-3%	0	?	1%	-10%	0
CCOC(=O)c1cccc(N2CC3CNC(=O)C2(C(=O)OC)N3C)c1 (stereo not drawn)	20%[57.1 µM]	-9%	0%	-5%	-6	/	1%	-18%	0
Cc1nnc(Nc2ccc(Cl)cc2)s1	0%[57.1 µM]	3%	5%	0%	-7	1.1%	-6%	1%	0
CC1(C)NC(=O)N(CC(O)COc2cc3ccccc3cc2C(=O)N2CCCCC2)C1=O (stereo not drawn)	6%	-1%	-1%	2%	-1	-1.4%	-2%	-19%	1
CS(=O)(=O)N(CC(=O)Nc1ccccc1C(=O)N1CCCC1)c1ccc2c(c1)OCO2	4%[57.1 µM]	3%	4%	-3%	-2	-0.5%	0%	2%	5
Following part.
SMILES	TrxR1 substrate	Vif-A3F inh	mIDH1 inhibitor	Glioma ERSR ind	LDHA inh	RXFP1 agonist	Vif-APOBEC3G blk	USP1 inh	PI4K2A inh
Nc1ncn([C@@H]2O[C@H](CO)[C@@H](O)[C@H]2O)c(=O)n1	-2%[57.1 µM]	-13%	14%	-8%&-7%&-7%&-7%	0&1	0.3%	-12%&-11%	-16%	-1&3&1
CNC(=O)CC1C(=O)N(Cc2ccccc2)C(=S)N1NC(=O)c1cccc(F)c1 (stereo not drawn)	-10%	-4%	1%	1%	-9	0.7%	1%	-13%	4
N#CC(C#N)=C1C=CC=CN1/C(=C\c1ccccc1Cl)C(=O)c1ccccc1	-12%	-30%	-6%	-14%	-1	-0.9%	?	-19%	14
Cc1cc(C(=O)N/N=C2\CCCC(=O)C2)c(C)o1	-1%[57.1 µM]	-11%	0%	-2%	-9	0.5%	7%	-6%	-5
O=C(Cn1c(=S)[nH]c2ccccc2c1=O)N1CCN(c2ccccc2)CC1	3%[57.1 µM]	13%	7%	-1%	-16	11%	1%	-5%	4
Cc1ccc(C(=O)NC(=S)NCCN2CCOCC2)cc1	-2%	-6%	4%	2%	-7	3.7%	1%	-12%	5
CCCCN1C(=O)c2ccc(C(=O)NCc3ccco3)cc2C1=O	0%	2%	7%	-3%	-2	0.3%	-10%	-24%	4
COc1ccc(Cn2c(=O)[nH]c3cc(C(=O)N4CCN(c5cccc(OC)c5)CC4)ccc3c2=O)cc1	3%	0%	-12%	-3%	3	1.8%	2%	-23%	-9
CCOc1cc2[nH]c(=O)n(CCCCC(=O)N3CCN(c4ccccc4OC)CC3)c(=O)c2cc1OCC	8%[57.1 µM]	1%	-5%	-2%	-6	0.1%	-1%	-17%	-1
COc1ccccc1NC(=S)N(Cc1cccnc1)Cc1ccccc1Cl	-15%[57.1 µM]	3%	5%	-1%	-2	0.8%	-1%	-18%	3
CCO[C@@H]1OC(C(=O)N2CCOCC2)=C[C@H](c2ccccc2)[C@H]1CCCO	4%	-1%	6%	-3%	1	-0.5%	1%	-23%	-4
CCn1c(SCC(=O)N2CCc3ccccc3C2)nc2c1c(=O)n(C)c(=O)n2C	9%	0%	2%	-2%	3	9.7%	2%	-15%	-1
CCOC(=O)C1(C)CCN1C(=O)c1cc(OC)c(OC)c(OC)c1 (stereo not drawn)	/	/	/	0%	-1	/	5%	/	1
Cc1ccc(C)c(NC(=O)CN(C)C(=O)c2ccc3c(=O)n4c(nc3c2)CCC4)c1	-4%	-22%	6%	-3%	-2	2.0%	2%	-12%	-3
O=C(Nc1ccc(Cl)cn1)c1ccc2c(Cl)c3c(nc2c1)CCC3	-3%[57.1 µM]	2%	0%	6%	1	2.3%	0%	-3%	-9
CCC/C=N/NC(=O)c1ccccc1O	9%	-1%	-5%	1%	8	-1.2%	-1%	-16%	-10
COc1ccc(C(=O)Nc2ccc(S(=O)(=O)Nc3nccnc3OC)cc2)cc1	1%	/	9%	-8%	1	0.8%	-6%	-9%	-19
OC(CNc1nc(C(F)(F)F)nc2ccccc12)c1ccccc1 (stereo not drawn)	0%	-4%	13%	-2%	0	3.0%	0%	-13%	3
COC(=O)c1ccc2c(=O)sc(N3CCC(C(N)=O)CC3)nc2c1	-5%	0%	-7%	0%	-2	2.9%	1%	-11%	8
CCCC(=O)OC/C(O)=C(\C#N)c1nc2ccccc2[nH]1	-7%[57.1 µM]	-2%	-3%	2%	2	-0.8%	-2%	-9%	-3
O=c1[nH]n(-c2ccccc2Cl)c(=O)c2ccccc12	-2%	16%	-5%	-3%	-3	3.4%	-1%	-20%	0
O=C1c2ccccc2NC(c2cccs2)N1O (stereo not drawn)	3%[57.1 µM]	-20%	0%	-1%	-5	-0.4%	1%	-16%	-10
O=C(CC(c1ccccc1)C1CCCCC1=O)c1ccccc1 (stereo not drawn)	-2%	-20%	5%	-5%	-6	/	1%	-13%	2
CS(=O)(=O)Nc1ccccc1C(=O)Nc1ccccc1Cl	3%	-20%	5%	0%	-12	-4.1%	0%	-13%	0
CCCOc1ccc(CC(=O)NCC2(c3ccccc3)CCOCC2)cc1OC	-5%[57.1 µM]	-7%	5%	-5%	-5	-3.6%	0%	2%	-11
Cc1noc(C)c1S(=O)(=O)Nc1ccc(C#N)cc1	-1%	-3%	-13%	-1%	-3	-0.7%	-1%	-16%	-1
COc1cccc(N2CCN(CC(=O)Nc3ccccc3C(=O)NCc3ccccc3)CC2)c1	2%	1%	-6%	-2%	2	2.0%	-5%	-25%	-1
Nc1sc2c(c1C(=O)NC1CCS(=O)(=O)C1)CCCC2 (stereo not drawn)	-1%	3%	5%	-3%	4	-1.0%	-4%	-27%	-4
COC(=O)c1ccccc1NC(=O)c1nc(S(=O)(=O)Cc2ccccc2F)ncc1Cl	8%	3%	0%	0%	2	2.7%	4%	-16%	-7
CCOCCCNC(=O)CCC(=O)NNc1nc2ccccc2c2nc(-c3ccccc3)nn12	5%	-1%&8%	21%&12%	-2%&-4%	-6&-4	2.9%&1.9%	-1%&-2%	2%&-21%	0&-9

Two compounds from above with just Vif-A3F inh.
| compound | Vif-A3F inh |
| --- | --- |
| COC(=O)c1ccc2c(=O)sc(N3CCC(C(N)=O)CC3)nc2c1 | 0% |
| CCCC(=O)OC/C(O)=C(\C#N)c1nc2ccccc2[nH]1 | -2% |
